CHT allo act: allosterically activates the human high affinity choline transporter; Q9GZV3; CHT-expressing cells, membrane potential dye, choline EC20; stronger effect = higher value; LV-AA mutant CHT in HEK293 cells; B-score at 10 µM; 310,000 compounds, 0.49% hits; AID 488977;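 active = initial fluorescence not abnormally high and integrated response B-score, plate-corrected, over 3 SD above library mean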
Target sequence (Q9GZV3 whole entry, looked up): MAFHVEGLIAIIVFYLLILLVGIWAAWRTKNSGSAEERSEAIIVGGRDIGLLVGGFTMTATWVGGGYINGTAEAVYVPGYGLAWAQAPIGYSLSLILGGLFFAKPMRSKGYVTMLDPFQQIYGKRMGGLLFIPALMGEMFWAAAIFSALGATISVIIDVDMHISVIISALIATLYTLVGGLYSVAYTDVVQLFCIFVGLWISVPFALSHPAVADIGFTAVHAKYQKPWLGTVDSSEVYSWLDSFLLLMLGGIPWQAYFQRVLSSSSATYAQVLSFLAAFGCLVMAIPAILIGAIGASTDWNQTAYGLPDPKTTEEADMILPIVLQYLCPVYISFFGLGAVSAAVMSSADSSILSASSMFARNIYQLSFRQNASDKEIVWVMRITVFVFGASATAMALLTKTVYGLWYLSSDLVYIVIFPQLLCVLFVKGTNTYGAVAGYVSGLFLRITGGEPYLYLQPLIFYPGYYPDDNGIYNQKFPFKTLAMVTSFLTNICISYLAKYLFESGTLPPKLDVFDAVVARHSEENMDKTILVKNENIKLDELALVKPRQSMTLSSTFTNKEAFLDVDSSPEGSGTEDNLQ
OX1R antag: antagonists of human orexin 1 receptor | CHO/OX1R cells, Fluo-8 calcium fluorescence, orexin A | inhibition, % at 5 µM | 330,000 compounds, 0.43% hits | AID 434989;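 active = inhibition above its plate's threshold, mean inhibition of all tested compounds on the plate plus 3 SD, cut at about 37% in these data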;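 also: 0% = orexin A challenge wells and 100% = SB-334867-A antagonist wells; not every result past the cut was called active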
Target sequence (O43613 whole entry, looked up): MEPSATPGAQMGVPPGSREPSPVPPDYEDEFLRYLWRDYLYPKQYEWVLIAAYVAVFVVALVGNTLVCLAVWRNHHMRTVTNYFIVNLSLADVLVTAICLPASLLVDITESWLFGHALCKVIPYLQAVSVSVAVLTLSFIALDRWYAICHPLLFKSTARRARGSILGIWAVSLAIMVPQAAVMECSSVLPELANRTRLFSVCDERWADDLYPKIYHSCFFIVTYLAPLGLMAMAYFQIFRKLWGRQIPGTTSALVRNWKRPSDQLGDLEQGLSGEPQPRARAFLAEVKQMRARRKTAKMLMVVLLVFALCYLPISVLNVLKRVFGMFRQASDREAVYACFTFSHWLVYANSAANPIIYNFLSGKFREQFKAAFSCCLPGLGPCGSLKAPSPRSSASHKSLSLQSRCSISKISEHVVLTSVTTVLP
The depositor's hits bear a star; i = inactive; x = not tested or not shown.

Values run as follows: CHT allo act | OX1R antag
- CCOC(=O)[C@@H](CCc1ccccc1)N[C@H](C)C(=O)N1[C@H](C(=O)O)C[C@@H]2CCC[C@@H]21
 : i | -18.4
- Cc1cc2c(cc1C)CN(c1ccccc1)C2
 : i | -43.7
- CN1CC=C2C(C#N)=C(N)C(C#N)(C#N)C(CCc3ccccc3)C2C1 (stereo not drawn)
 : i | -31.1
- O=C(Cc1cccc2ccccc12)Nc1ccc(-c2cc3ccccc3oc2=O)cc1
 : i | -9.4
- Cc1ccc(C2=NNC(=O)C(P(=O)(c3ccccc3)c3ccccc3)C2)cc1 (stereo not drawn)
 : i | -24.9
- Cc1ccc(S(=O)(=O)N2CCN(C(=O)N3CCOCC3)C2c2ccc(N(C)C)cc2)cc1 (stereo not drawn)
 : i | -12.4
- O=C(C1CCCN(Cc2cccs2)C1)N1CCCCCC1 (stereo not drawn)
 : i | -17.2
- CC(C)NC(=O)C12CC3CC(C1)CC(C(=O)NC(C)C)(C3)C2
 : i | 0.3
- COCCNC(=O)CN1C(=O)CSc2cc(S(=O)(=O)N3CCCCCC3)ccc21
 : i | -24.6
- CC1CC(C)CN(C(=O)COC(=O)Cc2ccc(Cl)cc2)C1 (stereo not drawn)
 : i | -22.9
- Brc1cnc(N2CCOCC2)nc1N1CCCCC1
 : i | -19.3
- CC(C)(CO)NC(=O)CC1C(=O)NCCN1CC(c1ccccc1)c1ccccc1 (stereo not drawn)
 : i | -30.6
- CC1CCCCC12NC(=O)N(CC(=O)Nc1nccs1)C2=O (stereo not drawn)
 : x | -8.1
- O=C(CN1CCOCC1)N/N=C/c1ccc(-c2cccc(Cl)c2Cl)o1
 : i | -23.4
- Cc1noc(C)c1C(=O)Nc1ccc(S(=O)(=O)N2CCCCC2)cc1
 : i | -2.6
- COC(=O)c1c(N)sc2c1CC(C)(C)OC2
 : i | -8.3
- COc1ccc(N2CCN(S(=O)(=O)c3c(C)n(C)c(=O)n(C)c3=O)CC2)cc1
 : i | -12.0
- CCOc1ccc(NC(=O)CN(C)C(=O)c2csc3c2CCCC3)cc1OCC
 : x | -16.0
- CC1(C)C[C@@H]2C[C@@](C)(CN2C(=O)c2ccccc2)C1
 : i | -22.4
- O=C(NCC(=O)N1CCN(S(=O)(=O)/C=C/c2ccccc2)CC1)c1ccccc1F
 : i | -22.7
- CC(C)c1nnc(NC(=O)c2ccc3c(c2)OCO3)s1
 : i | -13.1
- CCN(CC)C(=O)c1sc(N)c(C(=O)OC(C)C)c1C
 : i | -13.4
- O=C(Nc1ccc(C(=O)OC[C@@H]2CCCN3CCCC[C@H]23)cc1)c1cccc(Br)c1
 : i | -1.4
- O=C1CCC([N+](=O)[O-])C(c2cccc3ccccc23)N1 (stereo not drawn)
 : i | -3.0
- Cc1ccc(NC(=O)CN(C)C(=O)CSc2ncc(C(F)(F)F)cc2Cl)cc1
 : i | -34.3
- CC(=O)c1ccccc1NC(=O)COC(=O)c1cc2ccccc2[nH]1
 : x | -19.6
- COc1ccc(Br)cc1C1CC(=O)N2CN(Cc3ccccc3)CSC2=C1C#N (stereo not drawn)
 : i | -21.3
- COc1ccc(C(C[N+](=O)[O-])c2c(C)[nH]c3ccccc23)cc1OC (stereo not drawn)
 : i | -4.2
- Oc1cccc(C=NCc2ccccc2)c1O
 : i | 1.6
- CCc1cc2c3c([nH]c2cc1S(=O)(=O)N1CCC2(CC1)OCCO2)CCCC3=O
 : i | -23.1
- COc1cc(/C=N/NC(=O)c2nonc2C)ccc1O
 : i | -6.3
- COc1ccccc1CCC(=O)OC(C)C(=O)Nc1c(C)n(C)n(-c2ccccc2)c1=O (stereo not drawn)
 : i | -20.2
- Cc1cc(C)cc(NC(=O)c2cc(Cl)sc2Cl)c1
 : i | -16.0
- Cc1cc(C)c(C(=O)OCC(=O)Nc2cccc(S(=O)(=O)N3CCCCC3)c2)c(C)c1
 : i | -9.8
- CCOC(=O)c1oc2ccccc2c1CN1CC(C)OC(C)C1 (stereo not drawn)
 : i | -19.9
- COc1ccc(C2=C(O)C(C)N(c3ccccc3)C2=N)cc1OC (stereo not drawn)
 : i | -10.2
- O=C(NCC(=O)N(c1ccccc1F)C(C(=O)NCC1CCCO1)c1ccccc1)c1ccco1 (stereo not drawn)
 : i | -20.0
- Cc1ccc(C2=NS(=O)(=O)N(C)C(C(=O)N3CCCCC3)=C2)cc1
 : i | -22.1
- CSCCC(NC(=O)c1ccccc1Cl)C(=O)NCC(c1ccco1)N1CCCCC1 (stereo not drawn)
 : i | -10.2
- COc1ccc(CN(C(=S)Nc2ccccc2)C2CC(=O)N(c3ccc(F)cc3)C2=O)cc1 (stereo not drawn)
 : i | -16.2
- CCOC(=O)/C=C1\SCC(=O)N1CC(=O)Nc1ccc2c(c1)CCC2
 : i | -7.9
- CNC(=O)c1ccsc1NC(=O)C1CCN(S(=O)(=O)c2ccc(Cl)s2)CC1
 : i | -20.1
- CCCc1nc2ccccc2c(=O)n1NC(=O)c1c(O)c2ccccc2[nH]c1=O
 : i | -24.0
- O=C(NCCCN1CCc2ccccc2C1)Nc1ccc(Cl)cc1
 : i | -19.0
- Cc1[nH]c2ccccc2c1C(=O)COC(=O)Cn1cnc2ccccc21
 : i | -14.2
- COc1cc(C(c2sc3nc(C)nn3c2O)N2CCc3ccccc3C2)cc(OC)c1OC (stereo not drawn)
 : i | -18.4
- Cc1cc(C)c(-c2csc(NC(=O)CCCc3nc4ccccc4c(=O)[nH]3)n2)c(C)c1
 : i | -41.9
- COC(=O)C1=NN(c2ccc(Cl)cc2)C2C(=O)N(c3ccccc3OC)C(=O)C12 (stereo not drawn)
 : i | -25.0
- CN(C)c1cc(-c2ccc([N+](=O)[O-])cc2)oc(=O)c1Cl
 : i | -21.3
- COc1cccc(N/C=C(\C#N)c2ccc(OCCCF)cc2)c1
 : i | -38.3

(next part)
Values run as follows: CHT allo act | OX1R antag
- COc1ccc(/C(C)=N/NC(=O)CNC(=O)/C=C\c2ccco2)cc1
 : i | 4.0
- CC1CCC2(CC1)NC(=O)N(NC(=O)c1cccc(N(C)C)c1)C2=O (stereo not drawn)
 : x | -10.2
- COc1ccccc1NC(=O)C1CCCN(c2cnccn2)C1 (stereo not drawn)
 : i | -9.4
- COc1ccc(Cc2nc(-c3ccc(-n4cccc4)cc3)no2)cc1
 : i | -5.4
- CCCCCCSc1ccc(-c2nc3ccc(Cl)cn3c2NCCCC)cc1OC
 : x | -33.7
- CC(=O)Nc1ccc(NC(=O)CSc2nc3ccccc3nc2N2CCC(C)CC2)cc1
 : i | -22.2
- CCCCC(=O)Nc1cccc(NC(=S)NC(=O)Cc2ccccc2)c1
 : i | -10.3
- CCOC(=O)C1CCCN(c2ncnc3c2cnn3-c2ccc(OC)cc2)C1 (stereo not drawn)
 : i | -25.6
- O=C(N/N=C/c1cccnc1)c1cc(Br)ccc1O
 : i | -1.8
- Cc1cc(C)c(NC(=O)c2cc3c(nc4sccn43)s2)c(C)c1
 : i | -27.1
- COc1ccc(C(c2c(C)n(C)n(-c3ccccc3)c2=O)c2c(C)n(C)n(-c3ccccc3)c2=O)cc1
 : i | -14.5
- CCn1c(=O)n(-c2ccc(Cl)cc2)c(=O)c2c3c(sc21)COC(C)(C)C3
 : i | -4.3
- COc1cc(NC(=O)c2cc3ccccc3o2)c(OC)cc1Br
 : i | -15.0
- C=CCOC(=O)C1=C(C)NC(SCC(=O)Nc2nccs2)=C(C#N)C1c1ccc(Cl)cc1 (stereo not drawn)
 : i | -13.2
- O=C(CSc1ccc(F)cc1)Nc1ccc2c(c1)C(=O)NC2=O
 : i | 0.3
- O=C(OCC(=O)N1CCCc2ccccc21)c1cccc(S(=O)(=O)N2CCOCC2)c1
 : i | -49.2
- COc1cc2nc(N(CCCN(C)C)C(=O)c3ccc(S(=O)(=O)N4CCc5ccccc54)cc3)sc2cc1OC
 : i | -17.7
- COc1ccc(C2=CN(Cc3ccccc3)C(c3ccccc3)CC2=O)cc1 (stereo not drawn)
 : x | 6.2
- Cc1nnc(SCc2c(Cl)cccc2[N+](=O)[O-])s1
 : i | -15.0
- CCc1ccc2oc(-c3ccc(OC)cc3)cc(=Nc3c(C)n(C)n(-c4ccccc4)c3=O)c2c1
 : i | -38.3
- CC1CCN(S(=O)(=O)N2CCC(C(=O)NCCN3CCOCC3)CC2)CC1
 : i | -11.0
- CCOc1ncccc1C(=O)OC(C)C(=O)NC(=O)NC1CCCCC1 (stereo not drawn)
 : i | -31.0
- COc1ccc(O)c(C(=O)c2coc(=N)c(C(=O)Nc3ccc(SC(F)F)cc3)c2)c1
 : i | -5.5
- COc1cc(NS(=O)(=O)c2ccc(NC(=S)NC(=O)C(C)(C)C)cc2)nc(OC)n1
 : i | -15.4
- CC1(c2cccc(Br)c2)NC(=O)N(CC(=O)Nc2cccnc2Cl)C1=O (stereo not drawn)
 : i | 2.1
- Cc1ccc(N(CC(=O)NCc2ccco2)S(=O)(=O)c2ccccc2)cc1
 : i | -30.1
- CCCCC(CC)C(=O)N1CCN(C(=O)c2ccco2)CC1 (stereo not drawn)
 : i | -19.1
- COc1cccc(C(=O)NCc2nnc(SCC(=O)Nc3nccs3)n2-c2ccccc2)c1
 : i | -18.9
- Cc1c(Cl)cccc1NC(=S)NCc1ccco1
 : i | 3.0
- O=C(O)c1ccc(N2C(=O)Nc3ccccc3N2O)cc1
 : i | 1.4

Given with each value named: part of the list above.
COc1ccc(C2=C(O)C(C)N(c3ccccc3)C2=N)cc1OC (stereo not drawn)
- CHT allo act = i
- OX1R antag = -10.2
COc1ccc(CN(C(=S)Nc2ccccc2)C2CC(=O)N(c3ccc(F)cc3)C2=O)cc1 (stereo not drawn)
- CHT allo act = i
- OX1R antag = -16.2
CC(C)(CO)NC(=O)CC1C(=O)NCCN1CC(c1ccccc1)c1ccccc1 (stereo not drawn)
- CHT allo act = i
- OX1R antag = -30.6

(listing goes on)
structure | CHT allo act | OX1R antag
N#C/C(=C\c1cc2c(cc1Br)OCO2)c1ccc(C(=O)O)cc1 | i | -11.8
Cc1nc(N)sc1C(=O)N/N=C/c1cccnc1 | i | -2.9
Cc1cc(=O)[nH]c(SCC(=O)c2ccc(C)c(C)c2)n1 | i | -13.1
Brc1ccc2nc(-c3c[nH]c4ccccc34)cn2c1 | i | -32.3
CC(=O)ON1C(C)(C)Cc2noc(N)c2C1(C)C | i | -5.5
CC(=O)N1CCN(C(=O)CCc2c[nH]c3ccccc23)CC1 | i | -3.2
Cn1nnc(NC(=O)c2cccs2)n1 | i | -0.9
O=C(COC(=O)CCCC1=NS(=O)(=O)c2ccccc2N1)Nc1ccccc1 | i | -23.1
COc1ccc(CN2CCNC(=O)C2CC(=O)NCCCn2nnc3ccccc32)cc1C (stereo not drawn) | i | -19.6
CCOc1ccc2nc(NC(=O)C3CSC4(C)CCC(=O)N34)sc2c1 (stereo not drawn) | x | -19.7
CCCC(=O)N(CCc1ccccc1)Cc1nc2ccccc2c(=O)[nH]1 | i | -29.5
COC(=O)c1cc(NC(=O)C2CC2)cc(C(=O)OC)c1 | i | -15.3
CC(=O)OC[C@H]1O[C@@H](Sc2cccc3cccnc23)[C@H](OC(C)=O)[C@@H](OC(C)=O)[C@@H]1OC(C)=O | i | -11.9
CCOC(=O)C(=O)Nc1ccc(S(=O)(=O)Nc2nccs2)cc1 | i | -4.4
CC(=O)NCCc1ccc(C(=O)CSc2nnc(C3CC3)n2C2CC2)cc1 | x | -18.0
CN1CCN(C(=O)N(c2ccccc2)c2ccccc2)CC1 | i | -1.6
COc1cc(OC)c(C(=O)OC(C)C(=O)Nc2cc(C(F)(F)F)ccc2Cl)cc1OC (stereo not drawn) | i | -33.7
COc1ccc(CCNC(=O)Nc2ccccc2[N+](=O)[O-])cc1 | i | -17.9
CC1CCCC(NC(=O)NC(=O)COC(=O)c2ccc(O)cc2O)C1C (stereo not drawn) | x | -5.0
CCS(=O)(=O)c1ccc(O)c(NC(=O)Nc2cccc3ccccc23)c1 | i | -24.2
O=C(O)c1cc(-c2ccccc2)c(N2CCOCC2)s1 | i | -11.0
Cn1c(N)c(C(=O)COC(=O)/C=C/c2ccc(F)cc2)c(=O)n(C)c1=O | x | 9.1
Cc1ccc(N2CC(C(=O)NCCC3=CCCCC3)CC2=O)cc1 (stereo not drawn) | i | -18.0
O=C(CCCOc1ccccc1)N1CCN(S(=O)(=O)c2ccc(Cl)cc2)CC1 | i | -21.0
CCC(C)N(C(=O)c1csnn1)C(C(=O)NC1CCCC1)c1ccc(F)cc1 (stereo not drawn) | i | -16.6
OC1COC(OCc2ccccc2)C(O)C1O (stereo not drawn) | i | -26.8
COC(C[C@H](O)C[C@H](O)[C@@H](C)OCc1ccccc1)OC | i | -4.1
COc1ccc(-n2nc(C(=O)NCC(=O)N3CCCCCC3)c3ccccc3c2=O)cc1OC | i | -34.6
Cc1ccc(C(C)C)c(OCC(=O)NN2C(=O)c3ccccc3C2=O)c1 | i | -24.8
CCN1CCN(C(=O)c2cc(-c3cccnc3)nc3ccc(Br)cc23)CC1 | 6.59* | -7.4
Cc1ccc(CNC(=O)/C=C/c2ccc(S(=O)(=O)NCc3ccco3)cc2)cc1 | i | 5.7
Cc1cc(C2C(C#N)=C(N)OC3=C2C(=O)CCC3)c(C)s1 (stereo not drawn) | i | -4.1
Cc1ccc(-c2nn(-c3ccccc3)cc2C(=O)N2CCN(c3ccccn3)CC2)cc1 | i | -21.6
COc1ccc(N2CC(NS(=O)(=O)c3cccnc3)CC2=O)cc1 (stereo not drawn) | i | -18.6
CCc1ccc(NC(=O)Nc2ccsc2C(=O)OC)cc1 | i | -22.8
Cc1cc(C(=O)O)cc(Br)c1N | i | -16.4
CC1=C(C(=O)OCc2ccc([N+](=O)[O-])cc2)N2C(=O)C(NC(=O)Cc3ccccc3)C2SC1 (stereo not drawn) | i | -2.0
O=C(NCc1nc2ccccc2[nH]1)c1ccccc1F | i | 0.9
COc1ccc(-c2[nH]ncc2C=O)cc1OC | i | -12.6
COC(=O)C(NC(=O)c1ccc(F)cc1)(Nc1nc(C)cs1)C(F)(F)F (stereo not drawn) | i | -30.7

Compound activity deposited in PubChem BioAssay by several laboratories.
